# MCL1 BIM primary – inhibitors of MCL1 binding to BIM-BH3, primary screen, biochemical, fluorescence polarization; 320,000 compounds, 0.68% hits; AID 2057, 2009; inhibition, % at 10.9 µM; GST-MCL1 / FITC-Bim-BH3 fluorescence polarization;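 active = inhibition above the mean inhibition of all tested compounds plus 3 SD, set per campaign, cut at about 40% in these data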;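 also: 0% = DMSO wells and 100% = unlabeled Bim-BH3 peptide control; higher means more loss of mP so more displacement of Bim peptide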
# VLA-4 inh – inhibition in human VLA-4 binding assay, primary screen, VLA-4 allosteric modulator project, MLPCN library, flow cytometry, VLA-4 expressing cells | inhibition, % (about 7 µM as worked out from the volumes in the protocol) | ligand binding flow cytometry | 330,000 compounds, 0.2% hits | AID 2557, 2010; in the data active = inhibition above about 50%
# GLD-1 TGE inh – GLD-1/TGE RNA complex disruptors, primary screen, biochemical, fluorescence polarization; 320,000 compounds, 0.44% hits; purified GLD-1 + fluorescein TGE RNA; inhibition, % at 5.96 µM;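 active = percent inhibition above a per-plate cutoff, the plate mean of test compounds plus 3 SD, cut at about 30% in these data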;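 also: 0% = DMSO wells with GLD-1 and probe and 100% = wells lacking GLD-1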
# Target sequence (Q17339 whole entry, looked up): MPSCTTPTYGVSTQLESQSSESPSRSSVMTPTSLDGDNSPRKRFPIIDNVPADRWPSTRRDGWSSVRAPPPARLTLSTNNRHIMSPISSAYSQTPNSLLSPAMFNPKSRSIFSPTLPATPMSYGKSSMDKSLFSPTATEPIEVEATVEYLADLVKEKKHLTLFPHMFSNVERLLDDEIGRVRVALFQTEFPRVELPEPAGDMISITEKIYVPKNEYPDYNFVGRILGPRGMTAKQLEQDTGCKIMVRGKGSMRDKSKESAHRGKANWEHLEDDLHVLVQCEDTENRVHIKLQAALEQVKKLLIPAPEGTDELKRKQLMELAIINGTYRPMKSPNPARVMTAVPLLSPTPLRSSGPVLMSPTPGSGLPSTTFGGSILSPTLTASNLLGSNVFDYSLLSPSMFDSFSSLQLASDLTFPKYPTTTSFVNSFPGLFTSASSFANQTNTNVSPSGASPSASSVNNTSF
# GRK2 aptamer HTS – compounds blocking aptamer binding on GRK2 – biochemical, human GRK2, bead flow cytometry, HTS, primary screen. Beta-adrenergic receptor kinase 1 (Homo sapiens), P25098. FAM-aptamer displacement from GRK2. inhibition of aptamer binding, % at 10 µM. 330,000 compounds, 0.59% hits. AID 488847, 2010;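 active = inhibition of aptamer binding above 40%, roughly 3 SD of noise, on plates passing a quality check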;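 also: median bead fluorescence of bound FAM aptamer so fluorescent compounds give negative values; no value below 0 was filed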
# AGP1 TOR yeast – modulators of AGP1-GFP expression in yeast TOR pathway, primary screen, cell-based, multiplex flow cytometry, S. cerevisiae, MLPCN library; GFP response vs DMSO, % at 10 µM; 320,000 compounds, 0.02% hits; AID 2066, 2009; 3 h; GFP as percent of DMSO wells;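 active = GFP response relative to DMSO above a set limit, near screen average plus 3 SD, cut at about 150% in these data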;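 also: median GFP channel fluorescence of the gated AGP1 strain per well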
# Fam108B inh – mouse Fam108B serine hydrolase inhibitors, primary screen, counter-screen for RBBP9 inhibitor project, biochemical, fluorescence polarization. inhibition, % at 9.51 µM. recombinant Fam108B, FP-Rh probe fluorescence polarization. AID 1947, 2009. 300,000 compounds, 0.33% hits;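 active = inhibition above the screen mean inhibition plus 3 SD, computed separately per campaign, cut at about 18% in these data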;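 also: inhibitors lower polarization as less probe binds the enzyme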
# BCLXL inh – inhibitors of human Bcl-xL, primary screen, biochemical, fluorescence polarization, HTS; Bcl-2-like protein 1 (Homo sapiens), Q07817; GST-Bcl-xL / FITC-Bim BH3 peptide fluorescence polarization; 320,000 compounds, 0.7% hits; inhibition, % at 10.9 µM;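 active = inhibition above the mean of all tested compounds plus 3 SD, cutoff set per campaign, cut at about 30% in these data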;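 also: 0% = DMSO wells and 100% = unlabeled Bim-BH3 peptide competitor; inhibitors lower millipolarization by displacing the labeled peptide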
# MEX-5 binding – MEX-5 zinc finger RNA-binding disruptors – biochemical, C. elegans, fluorescence polarization, MLPCN library, primary screen. Zinc finger protein mex-5 (Caenorhabditis elegans), Q9XUB2. MEX-5/FITC-TCR2 RNA binding; hits give low values. activity score (negative = inhibition of binding), % at 10 µM. 300,000 compounds, 0.38% hits;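 active = inhibition past about -25% in most replicates, and total fluorescence under double the plate's negative control median, limit read from the data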;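 also: 0% = DMSO and -100% = 5 µM competing unlabeled TCR2 RNA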
# Target sequence (Q9XUB2 whole entry, looked up): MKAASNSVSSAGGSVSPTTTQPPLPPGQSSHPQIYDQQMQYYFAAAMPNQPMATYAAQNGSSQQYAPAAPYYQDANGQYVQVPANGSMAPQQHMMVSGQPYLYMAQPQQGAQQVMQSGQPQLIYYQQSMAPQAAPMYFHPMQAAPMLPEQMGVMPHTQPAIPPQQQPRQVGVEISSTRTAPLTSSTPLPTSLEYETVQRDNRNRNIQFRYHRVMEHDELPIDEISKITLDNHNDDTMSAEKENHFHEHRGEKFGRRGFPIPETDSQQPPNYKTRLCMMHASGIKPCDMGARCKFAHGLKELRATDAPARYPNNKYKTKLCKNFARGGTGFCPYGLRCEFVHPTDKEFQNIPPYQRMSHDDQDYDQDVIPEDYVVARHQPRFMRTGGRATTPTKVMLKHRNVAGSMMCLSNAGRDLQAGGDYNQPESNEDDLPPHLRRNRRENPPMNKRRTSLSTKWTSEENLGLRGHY
# CIT2 TOR yeast – modulators of CIT2-GFP expression in yeast, primary screen, S. cerevisiae, GFP fusion, multiplex flow cytometry, MLPCN library. S. cerevisiae CIT2-GFP strain, 3 h; 100 means same as DMSO wells. GFP response vs DMSO, % at 10 µM. 320,000 compounds, 0.065% hits. AID 2029, 2009;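 active = GFP response relative to DMSO above a set limit, near the screen mean plus 3 SD, cut at about 150% in these data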;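 also: ratio of well median GFP fluorescence to mean of DMSO wells on the plate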
# Numbers without * were called inactive; . = no result given.
SMILES,MCL1 BIM primary,VLA-4 inh,GLD-1 TGE inh,GRK2 aptamer HTS,AGP1 TOR yeast,Fam108B inh,BCLXL inh,MEX-5 binding,CIT2 TOR yeast
COc1cc(SC)ccc1C(=O)Nc1cccc(S(=O)(=O)NC2=NCCCCC2)c1,1.7,1.2,165.0*,2.0,103.3,-1.2,4.7,0.3,100.4
CC1=CC(C)[C@@H]2COC(c3ccc(O)cc3)[C@H]1C2C (some centres undefined),-5.4,8.2,-0.6,2.0,98.9,-7.9,-5.3,-1.0,93.0
O=c1c2ccccc2oc2nc3n(c(=O)c12)CCCS3,-12.6,9.1,-1.3,3.0,110.0,-2.4,-10.2,0.5,103.5
CCOC(=O)C(Oc1ccc(=O)n(-c2ccccc2)n1)C(C)=O (centres undefined),-15.4,5.2,-0.5,1.0,100.3,-4.9,-4.8,-1.6,104.8
CCOc1ccc(OCCCC(=O)NC2=NCCS2)cc1,-1.1,30.0,1.8,0.0,103.1,1.3,-0.4,-3.4,93.2
Cc1nc(-c2ccc(-n3nncc3-c3ccco3)cc2)cs1,-1.5,6.3,-3.3,1.0,98.4,-0.5,-3.6,-0.1,89.2
Cc1c(C(=O)O)oc2ccc3c(c12)C(O)CC(C)(C)O3 (centres undefined),4.8,7.0,-2.5,0.0,108.1,-2.6,2.6,0.3,108.4
COc1ccc(-n2nc(C(=O)NCC(=O)N3CCOCC3)c3ccccc3c2=O)cc1Cl,4.4,-7.3,-4.0,0.0,100.2,-1.7,2.7,0.8,101.0
COC(=O)C1=C(C)NC(=O)CC1c1cccc(OC)c1OC (centres undefined),9.2,6.3,7.0,4.0,99.7,-0.2,3.9,1.2,103.2
COc1cc(NS(=O)(=O)c2ccc(NC(=O)COc3ccc(C)cc3)cc2)nc(OC)n1,6.7,-2.2,-3.2,0.0,97.0,-1.0,4.8,-0.8,98.3
CC(C)C(=O)NNc1ccccc1,-7.0,0.8,-3.5,0.0,105.0,3.9,-2.5,0.8,108.2
COc1ccc(CNC(=O)Cn2nc(C(F)(F)F)c3c2CCC3)cc1,-5.9,20.7,-1.4,0.0,88.8,-2.1,-2.1,-0.5,86.3
CN(C)CC(C)(C)CNS(=O)(=O)c1ccc(Cl)s1,-2.6,21.9,-6.4,1.0,103.0,-3.1,3.4,1.6,97.0
CCSc1ncnc2c(C#N)c3n(c12)CCCCC3,6.1,4.4,-0.3,7.0,98.8,0.9,-1.3,1.2,97.4
NC(=S)N/N=C1\c2ccccc2-c2c(C(=O)O)cccc21,9.7,2.2,5.5,0.0,101.1,2.6,11.5,-10.6,93.8
Cc1ccc(C(=O)Cn2nnc3ccccc32)cc1,1.0,-0.2,4.4,0.0,92.1,-1.2,0.0,1.6,109.9
CN(CC(=O)NCc1cccs1)S(=O)(=O)c1cccc2nsnc12,4.2,4.5,5.3,2.0,97.5,2.4,5.2,3.0,97.2
COc1ccccc1N1CCN(CC(O)COc2ccc3c(c2)CCC3)CC1 (centres undefined),-1.1,13.3,2.5,0.0,97.0,-0.3,3.7,-1.4,.
O=C1c2ccccc2C(=O)N1CN(C(=O)COc1ccc(Cl)cc1Cl)c1cccc(F)c1,-3.2,0.7,-2.8,0.0,105.8,2.8,-0.1,0.5,104.8
COc1cc(NC(=O)c2ccc3c(c2)OCO3)ccc1NC(=O)C(C)C,5.5,4.8,2.3,0.0,96.6,-4.8,3.7,-0.1,99.2

# Whole records, quoted from the list:
# CN(CC(=O)NCc1cccs1)S(=O)(=O)c1cccc2nsnc12 across the screens: MCL1 BIM primary: 4.2; VLA-4 inh: 4.5; GLD-1 TGE inh: 5.3; GRK2 aptamer HTS: 2.0; AGP1 TOR yeast: 97.5; Fam108B inh: 2.4; BCLXL inh: 5.2; MEX-5 binding: 3.0; CIT2 TOR yeast: 97.2
# COc1ccc(CNC(=O)Cn2nc(C(F)(F)F)c3c2CCC3)cc1 across the screens: MCL1 BIM primary: -5.9; VLA-4 inh: 20.7; GLD-1 TGE inh: -1.4; GRK2 aptamer HTS: 0.0; AGP1 TOR yeast: 88.8; Fam108B inh: -2.1; BCLXL inh: -2.1; MEX-5 binding: -0.5; CIT2 TOR yeast: 86.3

# Given with values under each structure: part of the list above
# Screens in order: MCL1 BIM primary, VLA-4 inh, GLD-1 TGE inh, GRK2 aptamer HTS, AGP1 TOR yeast, Fam108B inh, BCLXL inh, MEX-5 binding, CIT2 TOR yeast
O=C1c2ccccc2C(=O)N1CN(C(=O)COc1ccc(Cl)cc1Cl)c1cccc(F)c1
  -3.2, 0.7, -2.8, 0.0, 105.8, 2.8, -0.1, 0.5, 104.8
CN(CC(=O)NCc1cccs1)S(=O)(=O)c1cccc2nsnc12
  4.2, 4.5, 5.3, 2.0, 97.5, 2.4, 5.2, 3.0, 97.2

# Next section
SMILES,MCL1 BIM primary,VLA-4 inh,GLD-1 TGE inh,GRK2 aptamer HTS,AGP1 TOR yeast,Fam108B inh,BCLXL inh,MEX-5 binding,CIT2 TOR yeast
O=C(CN1CCN(c2ncccn2)CC1)N1CCCC1,-10.8,-0.3,-1.4,1.0,23.7,-0.3,1.8,2.2,94.4
Cc1nc2nc(C)c(NS(=O)(=O)c3ccc(Cl)cc3)c(=O)n2[nH]1,0.2,-7.9,-1.1,3.0,97.8,-0.1,1.2,-0.2,97.9
CCC(C)c1ccccc1N1CC(C(=O)Nc2ccccc2N2CCCC2)CC1=O (centres undefined),-6.4,6.2,4.4,0.0,96.6,0.6,3.5,-2.0,101.4
O=C(NC1CC2CCCC(C1)N2Cc1ccco1)NC12CC3CC(CC(C3)C1)C2 (centres undefined),2.6,2.3,-0.4,0.0,95.5,2.4,0.5,0.7,.
COc1cc(OC)cc(C(=O)NC2CCCN(Cc3ccc(Cl)cc3)C2)c1 (centres undefined),1.2,4.9,6.6,0.0,104.1,-8.4,2.8,0.5,100.4
O=C(CCN1C(=O)c2ccccc2S1(=O)=O)Nc1ccc(F)c([N+](=O)[O-])c1,1.3,-7.0,2.6,4.0,90.9,-3.1,0.1,3.9,91.1
CCNC(=S)N(Cc1ccc2c(c1)OCO2)C1CC(=O)N(c2ccc(F)cc2)C1=O (centres undefined),12.6,-2.8,-0.6,2.0,107.4,-2.9,-2.6,0.8,109.3
Cc1ccc(NC(=O)Cc2nc(COC(=O)c3c(F)cccc3Cl)cs2)cc1,.,8.0,3.8,0.0,99.6,.,.,.,95.3
COc1ccc(C(=O)Nc2cc(OC)c(NC(=O)c3ccco3)cc2OC)cc1,2.6,-13.0,-4.3,2.0,94.5,0.9,6.6,0.4,97.3
COc1cc(NS(=O)(=O)c2ccc(NC(=O)CCC(=O)O)cc2)nc(OC)n1,-5.9,-4.1,-0.5,1.0,93.2,1.1,9.6,-2.6,87.3
CCCCn1c(NCc2ccccc2NS(=O)(=O)c2ccc(C)cc2)nc2ccccc21,2.0,34.9,1.1,1.0,104.4,0.4,-4.1,-3.9,97.1
COCC(=O)Nc1cc(C(=O)Nc2cccc(C)c2C)ccc1Cl,9.7,11.0,-0.8,0.0,96.0,-3.7,5.8,-0.1,90.8
CCN(CC)CCNC(=O)c1ccccn1,-4.5,17.1,-4.9,3.0,96.1,3.0,-0.2,-2.5,91.6
CC1(C)Cc2ccccc2C(NNC(=O)c2ccncc2)=N1,-4.6,-4.1,-6.5,0.0,98.4,-3.1,-5.8,0.3,94.8
Cc1c(N(C)S(=O)(=O)c2cc(C(=O)NCC3CCCO3)ccc2Cl)c(=O)n(-c2ccccc2)n1C (centres undefined),7.4,-20.6,6.5,10.0,101.5,0.2,5.3,-0.2,105.2
O=S(=O)(NC1CCCC1)c1ccccc1Cl,4.7,-11.2,1.5,0.0,86.4,0.0,6.8,1.9,111.3
CCOc1ccc(-c2nc(C#N)c(N3CCOCC3)o2)cc1,-0.9,24.6,2.0,1.0,97.3,3.3,2.0,0.1,84.6
COc1ccc(C(=O)NCC(=O)NCCc2c[nH]c3ccccc23)cc1OC,1.9,3.8,7.0,1.0,106.8,3.2,1.0,-4.9,100.3
COc1ccc(Cl)cc1S(=O)(=O)N1CCN(Cc2ccc3c(c2)OCO3)CC1,6.6,2.5,5.4,2.0,102.8,-1.0,-3.0,1.6,100.8
CCN(CC)Cc1c(O)ccc2c(C)c(CC(=O)OC)c(=O)oc12,6.2,23.0,-0.2,2.0,28.8,2.1,6.9,-0.1,86.8
COc1ccc2nc(NC(=O)c3cccnc3SC)sc2c1,8.3,0.0,-1.5,0.0,94.5,-2.1,3.0,-0.5,109.6
COc1ccc(/C=N/NC(=O)CCc2nc3ccccc3[nH]2)cc1,-4.3,3.4,-1.9,1.0,95.7,-1.1,-8.2,0.6,99.2
COc1ccc(Nc2cc(C)nc3c(C)cccc23)cc1OC,12.0,-14.8,-6.5,0.0,94.8,-3.7,7.8,1.8,106.4
C=C1CSc2nc(=O)c3c4c(sc3n21)CCC4,6.0,-5.6,-0.6,0.0,99.8,3.5,2.4,-1.3,84.5
CCOc1ccccc1CN1CCN(C2CCC2)CC1CCO (centres undefined),-3.2,5.3,2.5,2.0,105.3,1.6,-1.4,0.2,102.9
CCCCC1CCC(c2nc(-c3cccnc3)no2)CC1 (centres undefined),5.9,11.6,1.7,0.0,102.3,0.3,-2.3,-0.4,95.9
CC(C)(C)C(=O)Nc1cccc2[nH]ncc12,8.8,7.3,-0.6,20.0,109.3,-2.4,10.3,1.1,110.8
O=C(CCSCc1cccc(F)c1)NCCc1ccccc1,3.0,4.5,-5.8,1.0,98.9,-0.7,-4.3,0.0,95.3
Cc1ccc(Nc2nc(C(=O)NCc3ccco3)cs2)cc1,11.0,-8.9,1.6,0.0,96.9,1.6,4.9,1.1,93.6
O=c1nc(-c2ccccc2)nc(-c2ccccc2)[nH]1,-3.3,16.1,0.3,0.0,100.2,0.7,3.0,0.7,95.0
CC1CCCCN1C(=O)/C(=C\c1ccccc1)c1ccccc1 (centres undefined),2.0,9.3,6.2,1.0,96.6,-5.1,-2.4,-0.9,100.2
COc1cccc(NC(=O)C/C(C)=N/NC(=O)C2CCCCC2)c1,3.1,7.0,5.9,0.0,105.7,4.7,0.7,0.7,106.9
Cn1c(SCc2nnc3n2CCCCC3)nc2ccccc21,-4.4,-5.5,1.0,1.0,107.3,1.8,-1.2,-1.8,100.7
CC(C)CC(NC(=O)OC(C)(C)C)C(=O)NC(C(=O)NC(C)C(N)=O)C(C)C (centres undefined),4.3,8.7,-0.6,0.0,105.1,-3.7,3.5,-0.3,109.5
CC(C)Cn1c(N)c(C(=O)COC(=O)Cc2cccs2)c(=O)n(C)c1=O,-2.3,3.2,-0.2,3.0,102.8,-0.1,3.4,0.2,106.5
COCCCNC(=O)CN1CCN(Cc2ccc(Cl)cc2)C1=O,5.0,-17.0,2.2,0.0,101.1,-3.6,2.1,-0.5,99.4
NS(=O)(=O)c1ccc(CCNC(=O)CSCC(=O)Nc2ccc(Cl)cc2)cc1,-2.4,10.6,3.8,0.0,97.1,.,-5.8,.,96.0
COc1ccc(OCC(O)Cn2c(N3CCCCC3)nc3c2c(=O)n(C)c(=O)n3C)cc1 (centres undefined),-1.7,-9.7,-0.9,1.0,96.2,-3.4,7.5,-0.1,91.2
N#C/C(=C\C=C\c1ccccc1[N+](=O)[O-])C(=O)NCc1ccccc1,6.7,3.0,8.2,5.0,97.3,7.9,9.9,0.8,104.4
